TIM10 inh: TIM10 yeast growth inhibition. S. cerevisiae TIM10 strain growth, BacTiter-Glo luminescence, 24 h. 330,000 tested, 1.4% active. inhibition, % at 10 µM;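 active means inhibition of 40% or more at the single tested concentration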;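 further: wild-type TIM10 isogenic control strain grown at permissive 25 °C; 0% = DMSO yeast wells and 100% = minimal medium wells without yeast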
CXCR6 inh: CXCR6 (human) receptor inhibition | O00574 | CHO-K1 PathHunter CXCR6 beta-arrestin, luminescence | 360,000 tested, 0.36% active | inhibition, % at 20 µM; in the data active means inhibition above about 34%, passing the limit was not always enough;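 further: antagonist mode with CXCL16 agonist at 10 nM final; 0% = 10 nM CXCL16 with DMSO and 100% = unstimulated wells without agonist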
Target sequence (O00574 whole entry, looked up): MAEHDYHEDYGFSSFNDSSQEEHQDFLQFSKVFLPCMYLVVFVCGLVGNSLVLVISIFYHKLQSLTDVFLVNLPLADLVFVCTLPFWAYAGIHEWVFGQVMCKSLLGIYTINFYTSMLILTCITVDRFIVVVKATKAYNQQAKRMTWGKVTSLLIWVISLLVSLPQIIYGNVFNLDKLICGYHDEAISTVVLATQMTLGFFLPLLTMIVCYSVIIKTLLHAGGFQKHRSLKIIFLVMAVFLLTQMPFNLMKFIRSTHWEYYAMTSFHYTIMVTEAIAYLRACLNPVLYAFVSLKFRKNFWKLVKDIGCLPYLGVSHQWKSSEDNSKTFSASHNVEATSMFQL
CHOP UPR activ: activators of apoptotic arm of unfolded protein response (CHOP). 330,000 tested, 0.34% active. CHO-CHOP luciferase reporter, UPR activation, luminescence; percent of tunicamycin response over DMSO baseline. activation, % at 10 µM. AID 449763;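 active means at 10 µM dose, activation of 40% or more, normalized to positive control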;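 further: 100% = tunicamycin at 10 µg/mL and 0% = DMSO alone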
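System: CHO-CHOP luciferase reporter cell line; amount: 500 cells/well; buffer or medium: F12 medium containing 10% fetal bovine serum; incubation: 6 h compound exposure at 37 °C after overnight seeding; measured by: luciferase luminescence after 10 min with Steady-Glo reagent; evaluation: % reporter activation, DMSO baseline versus tunicamycin full activation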
UPR XBP1 act: adaptive UPR (XBP1) activation | CHO-XBP1 luciferase reporter, IRE1-XBP1 UPR activation, luminescence; percent of tunicamycin response, DMSO as zero | activation, % at 20 µM | 330,000 tested, 0.33% active;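 active means versus positive control, 20 µM dose yields 30% or more activation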;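 further: 100% = tunicamycin at 10 µg/mL and 0% = DMSO only wells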
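Signal: luciferase luminescence; Assay system: CHO-XBP1 luciferase reporter cells; Amount: one thousand reporter cells per well; Dosing: 20 µM single concentration, DMSO 1%; Benchmarks: high control tunicamycin 10 µg/mL final, low control DMSO vehicle only; Schedule: 6 h compound exposure at 37 °C, 5% CO2; Evaluation: percent activation relative to tunicamycin reference.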
tim23-1 inh: growth inhibitors of tim23-1 mutant yeast; S. cerevisiae tim23-1 growth, BacTiter-Glo luminescence, 24 h; inhibition, % at 20 µM; 330,000 tested, 1.3% active;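 active means growth inhibition of the mutant yeast at or above 50%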;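 further: temperature-sensitive mutant grown at 25 °C; plate controls were DMSO-treated mutant yeast for no effect and medium wells lacking yeast for full effect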
Mdm2-MdmX inh: human Mdm2/MdmX binding inhibition; O15151+Q00987; SaOS-2 split-luciferase Mdm2/MdmX complementation, luminescence; inhibition, % at 8 µM; 330,000 tested, 3% active; AID 485346;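 active means inhibition of at least 50% at 8 µM in the primary screen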
APJ agonist: APJ receptor agonism; 330,000 tested, 0.11% active; P35414; activation, % at 20 µM; CHO-K1 APJ PathHunter beta-arrestin, luminescence; 0% DMSO wells, 100% apelin; AID 2520;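 active means activation more than six SD over the plate average, tested at 20 µM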;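 further: 0% = DMSO alone and 100% = apelin-13 at 10 nM; some results filed as inactive read as strong as hits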
Target sequence (P35414 whole entry, looked up): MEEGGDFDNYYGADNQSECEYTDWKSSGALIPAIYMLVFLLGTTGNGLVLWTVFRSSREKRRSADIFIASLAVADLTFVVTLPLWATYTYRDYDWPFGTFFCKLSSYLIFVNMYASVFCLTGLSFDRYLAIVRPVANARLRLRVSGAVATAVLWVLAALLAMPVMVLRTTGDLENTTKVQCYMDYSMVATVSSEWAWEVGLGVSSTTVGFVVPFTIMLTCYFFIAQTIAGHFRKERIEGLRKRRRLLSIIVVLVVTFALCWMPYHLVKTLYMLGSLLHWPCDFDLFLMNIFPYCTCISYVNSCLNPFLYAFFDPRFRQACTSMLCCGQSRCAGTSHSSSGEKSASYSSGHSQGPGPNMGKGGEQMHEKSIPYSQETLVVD
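Incubation: overnight seeding, 90 min compound at 25 °C, 1 h detection; test system: PathHunter CHO-K1 APJ (AGTRL-1) beta-arrestin reporter cells; amount: 1000 cells/well; doses: one dose, 20 µM compound, 1% DMSO; measured by: beta-gal luminescence; measure: agonist-driven arrestin binding to APJ; benchmarks: negative DMSO alone, positive Apelin-13 at 10 nM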
APJ antagonist: antagonists of human APJ apelin receptor | P35414 | CHO-K1 APJ beta-arrestin complementation, luminescence | inhibition, % at 20 µM | 330,000 tested, 0.32% active | AID 2521;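 active means inhibition above about 40% at 20 µM, limit read from the data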;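 further: cells challenged with 10 nM apelin-13 agonist together with compound; plate controls were apelin-13 plus DMSO wells for no effect and DMSO wells lacking apelin-13 for full effect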
tim10-1 inh: growth inhibitors of tim10-1 mutant yeast; inhibition, % at 20 µM; 330,000 tested, 2.2% active; AID 463190; S. cerevisiae tim10-1 ts strain growth, BacTiter-Glo, 24 h;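 active means inhibition of at least 40%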;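 further: mutant grown at 25 °C; 0% = DMSO wells with yeast and 100% = wells holding no yeast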
Numbers without * were called inactive; . = not tested or not shown. This is a subset, so the mix of outcomes need not match the whole.

Sequence of screens – TIM10 inh, CXCR6 inh, CHOP UPR activ, UPR XBP1 act, tim23-1 inh, Mdm2-MdmX inh, APJ agonist, APJ antagonist, tim10-1 inh
CC(=O)c1cccc(NC(=O)CSc2ccc(-c3sc(C)nc3C)nn2)c1
→ 5, -4, 2.1, -5, 12, 12, 5, -21, 1
O=C(Nc1ccc(Br)cc1)c1ccc(N2C(=O)C3CC=C(Cl)CC3C2=O)cc1 (stereo not drawn)
→ -42, 9, -2.4, -2, -22, 22, -1, 17, -12
COC(=O)CN(c1ccccc1F)S(=O)(=O)c1ccccc1
→ 9, 4, -1.4, 0, 15, 9, 5, 4, 22
CN(C)S(=O)(=O)c1cccc(NC(=O)CNCc2ccccn2)c1
→ -22, 3, 0.7, -1, 1, -15, -1, -25, -7
O=C(C1CCCN(CCCc2ccccc2)C1)N1CCCCCC1 (stereo not drawn)
→ -8, -3, -2.1, -1, 12, 10, 2, -6, 10
Cc1ccc(-n2ncc(C#N)c2/N=C/N2CCOCC2)cc1
→ 17, 5, 0.4, -3, -4, -8, 1, 11, 5
O=C(NC1CCCC1)C(c1ccncc1)N(C(=O)c1csnn1)c1ccccc1 (stereo not drawn)
→ -9, 6, 1.6, -5, 8, -6, -2, -10, -13
Cc1ccc(C2CC(=O)N3CN(c4ccc(Br)cc4)CSC3=C2C#N)o1 (stereo not drawn)
→ 9, -1, 1.4, -2, -9, 3, 1, -5, 5
COc1ccc(CCNC(=O)C(=O)c2c(C)n(C)c3ccccc23)cc1OC
→ 0, 4, -0.3, -3, 11, 10, -3, -9, 12
Cc1ccc(NC(=O)CCNS(=O)(=O)c2ccccc2)cc1S(=O)(=O)N1CCOCC1
→ 0, -6, -0.4, 0, 5, 3, -4, -51, 4
Cc1ccc(C)c(N2CCN(S(=O)(=O)c3ccc4c(c3)NC(=O)CC(=O)N4)CC2)c1
→ 0, 1, -0.2, 1, -4, 17, -3, 15, -17
CC[C@]12c3[nH]c4cc(-c5ccco5)ccc4c3CCN1C(=O)[C@@H](CC(=O)NC/C=C(\C)CCC=C(C)C)C[C@@H]2C(=O)N1CCN(C(=O)C2CC2)CC1
→ -1, 7, 4.8, 6, 39, 37, ., ., 23
O=C(CC1C(=O)NCCN1Cc1ccccc1C(F)(F)F)NC1CCCCC1 (stereo not drawn)
→ 13, 10, -1.1, -3, 17, -11, -1, 13, -2
CCOC(=O)CSC1=C(C#N)C(c2ccccc2F)C(C(C)=O)=C(C)N1 (stereo not drawn)
→ 13, -3, 0.0, -2, 29, -19, 1, 4, 33
Cc1cc(C(F)(F)F)nc(NCc2ccc(F)cc2)n1
→ 12, 2, 0.1, 1, 10, -7, -8, 4, 12
CCOC(=O)/C=C/C(=O)Nc1ccc(S(=O)(=O)N(C)c2ccccc2)cc1
→ 32, -2, 3.1, -1, 34, 39, 2, 5, 29
CCOC(=O)N1CCN(C(=O)/C=C/c2cccc([N+](=O)[O-])c2)CC1
→ 0, -6, -0.8, -1, 11, 1, 1, 2, -6
O=S(=O)(Nc1ccccc1O)c1cccc2cccnc12
→ -18, -4, -2.6, 5, 1, 6, -2, -3, -9
O=C(CCNS(=O)(=O)c1ccccc1)OCC(=O)c1ccc(Cl)cc1
→ -2, 7, -0.5, -5, 2, 23, -1, 16, -2
O=C(CNC(=O)C1CCCCC1)OCC(=O)c1ccc(Br)cc1
→ 11, 4, 6.4, -1, 8, 1, -1, 5, -16
COC(=O)CN1C(=S)N(c2ccc(Cl)cc2)C(=O)C1CC(=O)Nc1ccc(F)cc1 (stereo not drawn)
→ 23, 3, 0.9, -2, 21, -12, -3, -9, 17
COc1ccc(-n2ccnc2)cc1
→ 0, 0, 0.2, 3, -8, 18, -3, 13, 1
CC1CC(C)CN(CCOCCSc2ccc(Cl)cc2)C1 (stereo not drawn)
→ -40, 4, -0.7, 0, -10, 23, -2, -8, -9
CC(C)CC(OC(=O)CC1Sc2ccccc2NC1=O)C(=O)NC1CCCC1 (stereo not drawn)
→ 32, 4, -0.7, -2, 28, 3, -2, 6, 19
O=C(NC1CC1)C1CCN(c2ccc(S(=O)(=O)N3CCOCC3)cc2)CC1
→ -1, -6, -0.8, 0, 24, -50, 0, -25, 1
CSc1ccccc1NC(=O)CN(C)C(=O)c1cccc(S(=O)(=O)N(C)C)c1
→ 6, -10, -3.2, -2, 4, 3, -4, -16, 6
O=C1C2C3CCC(C3)C2C(=O)N1c1ccc2ccccc2c1 (stereo not drawn)
→ -1, 5, -1.0, -1, 20, 7, -2, 8, 9
O=C(Nc1ccc(S(=O)(=O)N2CCCCC2)cc1)c1ccncc1
→ 9, -8, -1.5, 0, 14, 2, 9, 0, 19
COc1ccc(NS(=O)(=O)c2cccc(Cl)c2Cl)cc1S(=O)(=O)N1CCCCC1
→ 15, 10, 19, 13, 21, -9, -3, 16, 20
CCCCSc1nnc(CCC)n1N
→ -3, -6, 1.5, 1, 3, 16, 0, 5, -16

Some of the entries so far, with bars between the fields:
compound | TIM10 inh | CXCR6 inh | CHOP UPR activ | UPR XBP1 act | tim23-1 inh | Mdm2-MdmX inh | APJ agonist | APJ antagonist | tim10-1 inh
CCCCSc1nnc(CCC)n1N | -3 | -6 | 1.5 | 1 | 3 | 16 | 0 | 5 | -16
COC(=O)CN1C(=S)N(c2ccc(Cl)cc2)C(=O)C1CC(=O)Nc1ccc(F)cc1 (stereo not drawn) | 23 | 3 | 0.9 | -2 | 21 | -12 | -3 | -9 | 17

Next part:
Sequence of screens – TIM10 inh, CXCR6 inh, CHOP UPR activ, UPR XBP1 act, tim23-1 inh, Mdm2-MdmX inh, APJ agonist, APJ antagonist, tim10-1 inh
C[C@H]1COC(=O)[C@@H](CC(=O)OC(C)(C)C)C/C=C\C[C@@H](CC(=O)N(CCO)Cc2ccccc2)C(=O)N1
→ -3, -4, 1.6, -1, 1, 11, 1, 5, 17
COc1ccc(N2CCN(CCNC(=O)CCC(=O)NNc3nc4ccccc4c4nc(C)nn34)CC2)cc1
→ 0, -3, 0.1, -3, 12, 43, -6, 3, 17
O=C(N/N=C\c1ccc(-c2ccccc2[N+](=O)[O-])o1)C1COc2cc3ccccc3cc2O1 (stereo not drawn)
→ 36, 0, 4.0, 0, 58*, 13, 4, -14, 17
O=C(CN1CCN(Cc2ccccc2)CC1)N=Nc1c(O)[nH]c2ccccc12
→ -10, -13, 0.1, -1, 3, 12, -2, -1, -12
CC(C)CN1C(=O)NC(NC(=O)c2ccco2)(C(F)(F)F)C1=O (stereo not drawn)
→ 3, -2, -2.5, -2, 9, 10, -2, 2, 2
CCCOc1ccc(C(C)=O)cc1Cc1c(O)nc(SC)[nH]c1=O
→ -9, 2, -0.1, -7, -11, -9, 0, 1, -8
O=C(Nc1ccc(N2CCCC2)cc1)c1ccc2ccccc2c1
→ -2, -2, 4.3, 0, 0, -55, -1, -8, 1
Cc1c(C(=O)NC(=S)Nc2cccnc2)cccc1[N+](=O)[O-]
→ 2, 35, 0.1, -4, -3, 13, -7, 33, -15
CS(=O)(=O)N1CCc2cc(C(=O)OCC(=O)c3ccccc3)ccc21
→ 22, -2, 2.1, -1, 13, -125, 0, 0, 5
CCC1(CC)NC(=O)N(CC(=O)NCc2ccc3c(c2)OCO3)C1=O
→ 9, -4, 0.1, 2, -1, -3, -4, 0, 11
C=CCn1c(Sc2nnc(C)s2)nc2c1c(=O)[nH]c(=O)n2C
→ -10, 0, 0.4, 0, 3, 4, -2, -10, 2
CC(C)(C)NC(=O)COC(=O)C1c2ccccc2Oc2ccccc21
→ 15, -7, 1.6, -6, 31, 15, -2, 1, 24
CC(=O)Nc1ccc(NC(=O)/C(=C/c2ccco2)NC(=O)c2ccccc2)cc1
→ 14, 2, -3.1, -2, 14, 10, -1, 13, 12
COc1ccccc1OCCCc1c(C)n[nH]c1C
→ 52*, -1, 0.1, 3, -50, 15, 0, 3, 21
COc1ccccc1N1CCN(Cc2c[nH]c3ccccc23)CC1
→ 9, 4, 0.1, 0, 10, 11, -1, 2, 7
O=C(/C=C/c1ccc2c(c1)OCCO2)c1ccc(O)cc1
→ 33, 4, 3.6, -2, 39, -48, 0, 14, 10
Oc1ccc2ccccc2c1/C=N/c1nccs1
→ 26, -7, -0.3, -2, 57*, 4, 0, -9, 25
CCOC(=O)c1cccc(NS(=O)(=O)c2c(C)[nH]c(=O)[nH]c2=O)c1
→ 3, 3, -0.8, 1, 12, 0, -3, 13, 11
O=C(Nc1cnccn1)c1cccs1
→ 17, -2, 0.4, -1, 17, 11, 1, 7, 3
CC1(c2ccc3c(c2)OCCO3)NC(=O)N(CC(=O)Nc2ccccc2)C1=O (stereo not drawn)
→ 4, -1, -0.2, -1, 4, -19, -4, -12, 5
Cc1nnc(N2CCC(C(=O)NC3CCC(C)CC3)CC2)c2nn(-c3ccc(Cl)cc3)c(C)c12 (stereo not drawn)
→ 7, 5, 2.2, 2, -2, 20, -9, 19, -10
O=C(NCc1ccc(F)cc1)c1cccc(NC2=NC3CS(=O)(=O)CC3S2)c1 (stereo not drawn)
→ -3, 0, -2.0, 2, -1, 17, 0, 1, -11
COc1cc(NS(=O)(=O)c2ccc3c(c2)oc(=O)n3C)cc(OC)c1OC
→ 2, -2, -2.8, -2, 11, 57*, -4, -60, 18
O=C(Nc1ccc(OC(F)(F)F)cc1)C1CCCN(S(=O)(=O)c2cnc[nH]2)C1 (stereo not drawn)
→ -6, 2, 0.6, -4, -12, 23, 0, -5, -2
C[C@@H]1COC(=O)[C@H](Cc2ccc(F)cc2)CC/C=C/C[C@@H](CC(=O)N[C@@H](CO)Cc2ccccc2)C(=O)N1
→ 8, 12, 2.5, -2, -6, 16, -3, 11, 1
O=C(O)CCCc1ccccc1
→ 6, -7, -1.4, 1, 0, 12, -4, 9, -9
NNC(=O)CC12CC3CC(C1)CC(n1ncnn1)(C3)C2
→ -12, -5, 2.4, 1, 7, -15, 0, 8, 13

Screens: PubChem, Sanford-Burnham Center for Chemical Genomics
